HTR5A inv ctr: HTR5A inverse agonists in luminescence cell assay, primary screen, counter-screen for OPRM1-OPRD1 heterodimer inverse agonist project, full-deck HTS; 5-hydroxytryptamine receptor 5A (Homo sapiens), P47898; HTR5A cell line, inverse agonism; inhibition, % at 9.3 µM; 340,000 compounds, 0.083% hits; AID 504634, 2011; in the data active means inhibition mostly above about 23%, no sharp cut-off; inactive means mostly below about 18%;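 further: 0% = cells with DMSO and 100% = no-cell wells with DMSO; some compounds called inactive have numbers as strong as hits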
Target sequence (P47898 whole entry, looked up): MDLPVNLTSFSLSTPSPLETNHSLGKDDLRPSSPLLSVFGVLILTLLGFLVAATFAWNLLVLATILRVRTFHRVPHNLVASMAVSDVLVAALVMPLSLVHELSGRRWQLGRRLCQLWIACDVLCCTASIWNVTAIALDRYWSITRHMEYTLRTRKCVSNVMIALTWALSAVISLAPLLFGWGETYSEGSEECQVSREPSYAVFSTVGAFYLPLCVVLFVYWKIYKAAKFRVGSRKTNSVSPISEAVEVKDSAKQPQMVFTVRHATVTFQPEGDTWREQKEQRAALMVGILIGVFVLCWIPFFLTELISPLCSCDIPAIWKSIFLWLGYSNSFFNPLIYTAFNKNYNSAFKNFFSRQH
phage Ecoli inh: growth loss of phage-infected E. coli, primary screen, RecBCD inhibitor project, absorbance, with phage, HTS; AID 651602, 2012; inhibition, % at 11.9 µM; 360,000 compounds, 0.26% hits; in the data active means inhibition above about 11%
MOR-DOR inv ag: inverse agonists of MOR-DOR heterodimerization, primary screen, cell-based, luminescence; Mu-type opioid receptor (Homo sapiens) + Delta-type opioid receptor (Homo sapiens), …; cell-based MOR-DOR heterodimer luminescence, inverse agonism; inhibition, % at 9.3 µM; 340,000 compounds, 0.21% hits; in the data active means inhibition above about 22%, passing the limit was not always enough;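 further: 0% = cells with DMSO and 100% = wells without cells with DMSO; values of inactives mirror those of a sister screen read the other way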
PfHsp90 set2: growth inhibition of PfHsp90-expressing yeast, primary screen, antimalarial PfHsp90 inhibitor project, S. cerevisiae, BacTiter-Glo luminescence, single point, set 2. BacTiter-Glo ATP, 48 h; yeast lacking PDR1 and PDR3 efflux regulators. inhibition, % at 9.4 µM. 310,000 compounds, 0.32% hits;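 active means every replicate shows inhibition above about 80%, whatever the replicate mean, limit read from the data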;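 further: 0% = DMSO neutral controls and 100% = 20 µM radicicol positive controls; yeast relying on Plasmodium falciparum Hsp90 in place of its own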
Tat transport: E. coli Tat export inhibitors, primary screen, MC4100, TorA-mCherry reporter, fluorescence, single point. 340,000 compounds, 0.036% hits. inhibition, % at 10 µM;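 active means mean replicate inhibition at least 50% and at least half of replicates individually reaching 50%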;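 further: exported cargo escapes ClpAP degradation while cytoplasmic cargo is degraded and loses fluorescence; 0% = median of neutral control wells and 100% = median of NaSCN control wells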
AddAB inh: growth inhibition of E. coli expressing H. pylori AddAB, primary screen, AddAB inhibitor project, absorbance; inhibition, % at 11.9 µM; 330,000 compounds, 0.29% hits; in the data active means inhibition above about 12%;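 further: 0% = vehicle wells of infected cells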
MOR-DOR ag: agonists of OPRM1-OPRD1 heterodimerization, primary screen, cell-based, luminescence; 340,000 compounds, 0.3% hits; activation, % at 9.3 µM; cells; in the data active means activation above about 18%;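 further: 0% = vehicle-treated cells and 100% = reference agonist; values of inactives mirror those of a sister screen read the other way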
SUMO Mot1 rescue: yeast Mot1-301 growth rescue at high temperature, primary screen, SUMOylation pathway inhibitor project, S. cerevisiae, ATP luminescence, 38.5C; AID 2716, 2010; 320,000 compounds, 1% hits; S. cerevisiae Mot1-301 growth rescue; percent above DMSO median, 100 means doubled; growth rescue, % at 18.8 µM;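 active means every valid replicate shows activation above 250% relative to neutral control wells; inactive means the rest, any valid replicate at or below 250%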;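 further: OY570 slx delta 5 strain wells were the positive control but not used for scaling; some compounds called inactive have numbers as strong as hits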
PKA-R1A activ: activators of PKA-R1A holoenzyme, primary screen, biochemical, fluorescence polarization, Cy5-IP20, bovine R1A, mouse PKAc; activation, % at 11.4 µM; AID 504707, 2011; PKA-R1A dissociation; scaled: DMSO 0%, 113 µM cGMP 100%; 340,000 compounds, 0.083% hits;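 active means percent activation above the mean of all tested compounds plus 3 SD, cut at about 19% in these data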;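 further: higher means more PKAc released from R1A so a rise in polarization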
PKA-R2B act: activators of PKA-R2B holoenzyme, primary screen, biochemical, fluorescence polarization, Cy5-IP20, human; AID 504700, 2011; cAMP-dependent protein kinase catalytic subunit beta (Homo sapiens) + cAMP-dependent …; PKA-R2B holoenzyme dissociation; R2B truncated from residue 108, S112A mutant; 0% DMSO only, 100% 113 µM cGMP; activation, % at 11.4 µM; 340,000 compounds, 0.079% hits;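 active means activation above a cutoff set at the mean over all compounds plus 3 SD, cut at about 18% in these data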;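 further: higher means more holoenzyme dissociation and a rise in polarization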
Target sequence (P31323 whole entry, looked up, other chains not shown, the tested form may be a part): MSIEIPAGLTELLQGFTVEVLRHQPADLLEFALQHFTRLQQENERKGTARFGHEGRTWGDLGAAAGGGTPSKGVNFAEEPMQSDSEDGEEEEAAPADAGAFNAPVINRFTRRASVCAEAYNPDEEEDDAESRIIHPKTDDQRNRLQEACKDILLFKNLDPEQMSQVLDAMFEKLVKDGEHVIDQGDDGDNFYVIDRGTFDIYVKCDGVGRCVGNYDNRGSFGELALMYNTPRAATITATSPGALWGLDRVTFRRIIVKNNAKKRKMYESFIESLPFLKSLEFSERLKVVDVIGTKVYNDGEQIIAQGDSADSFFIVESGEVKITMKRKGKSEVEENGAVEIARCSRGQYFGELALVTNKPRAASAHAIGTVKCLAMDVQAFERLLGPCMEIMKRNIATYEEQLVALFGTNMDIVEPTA
Ecoli viability: E. coli V3065 growth inhibition, primary screen, counter-screen for AddAB inhibitor project, absorbance, OD600; inhibition, % at 11.9 µM; 18 h; 330,000 compounds, 0.27% hits;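 active means inhibition above the campaign's mean inhibition across all tested compounds plus 3 SD, cut at about 9.9% in these data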;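 further: uninfected addAB+ strain grown without phage in ampicillin broth; 0% = DMSO wells and 100% = ciprofloxacin 0.95 µg/ml wells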
The depositor's hits bear a star; nt = not tested or not shown; & = joins results of further samples.

smiles	HTR5A inv ctr	phage Ecoli inh	MOR-DOR inv ag	PfHsp90 set2	Tat transport	AddAB inh	MOR-DOR ag	SUMO Mot1 rescue	PKA-R1A activ	PKA-R2B act	Ecoli viability
O=C(Nc1ccc(Cl)cc1F)c1ccc(-n2cncn2)cc1	11	0.6	-1	-9	3	0.9	0.3	10	-5	-11	-1.6
O=C(Oc1ccc(C(=S)N2CCOCC2)cc1)c1ccccc1F	9	2.5	4	-1	3	2.4	-0.9	-10	6	3	-0.4
O=C(CSc1ncccn1)NNC(=O)c1ccccc1	-9	0.6	6	-12	-3	3.9	-1.0	344	-3	6	-1.8
CCOC(=O)c1ccc(Nc2c(OCC)c(=O)c2=O)cc1	-3	3.3	9	-11	-2	2.8	-1.7	-13	2	-2	-1.3
Cc1ccc(S(=O)(=O)NC2CCCCCC2)cc1	0	2.7	-13	23	6	-0.9	2.6	297*	-4	-9	-1.0
Cc1ccc(-c2nn3c(C)nnc3s2)cc1NC(=O)c1ccco1	4	1.8	10	-9	-4	4.4	-2.0	5	2	3	0.9
Cc1ccc(C2OC(=O)C=C2c2ccccc2)cc1 (stereo unspecified)	-18	0.6	10	-7	10	4.0	-1.7	-10	4	-4	0.3
Cc1ccc(-n2c(Cc3ccccc3)n[nH]c2=S)cc1	6	2.4	5	nt	-7	1.6	-1.1	nt	-1	-9	-2.6
CCOc1ccc(CCNC(=O)c2cccc(S(=O)(=O)N3CC(C)OC(C)C3)c2)cc1OCC (stereo unspecified)	-4	5.1	0	3	9	0.3	0.0	304	-24	-10	1.1
Cc1cc(C)c(NC(=O)c2c[nH]c(=S)n2-c2ccc(F)cc2)c(C)c1	13	2.8	4	20	-3	2.3	-0.8	nt	-10	5	-0.2
CCn1cc(C(=O)N2CCN(c3ccccc3F)CC2)c(=O)c2ccc(C)nc21	-27	1.8	7	53	4	-0.5	-1.3	30	-11	1	-1.5
O=C(Nc1cccc(S(=O)(=O)c2cccc(NC(=O)C3CC3)c2)c1)C1CC1	-8	0.6	-3	-17	1	0.8	0.6	161	-5	-5	-0.9
Cc1ccc(-n2c(=O)cc(N3CCN(Cc4ccccc4)CC3)[nH]c2=O)cc1	-22	3.1	9	-14	-1	-0.7	-1.6	nt	5	5	0.2
COc1ccc2c(c1OC)c(=O)n1c3ccc(OC(C)C(=O)NCCCN4CCOCC4)cc3c3ccnc2c31 (stereo unspecified)	-11	nt	-2	-21	-1	-0.7	0.5	10	-14	-3	-2.2
Cc1oc2c(O)c(O)ccc2c(=O)c1-c1ccccc1	-27	0.1	-24	3	10&5	-2.2	4.1	-7&51	-2	-7	-3.3
Cc1cc(C)nc(NC(=O)c2ccc(Cl)c([N+](=O)[O-])c2)n1	18	1.6	5	-7	3	6.4	-1.0	-7	-2	3	0.7
Cc1ccc(OCC(=O)NNC(=S)NC(=O)c2ccc(Br)o2)c(C)c1	6	-3.9	15	-10	0	nt	-3.0	-25	-6	9	nt
COc1nc(OCC#N)nc(N2CCCCC2)n1	3	2.1	10	6	-1	1.3	-2.1	-30	6	-7	1.4
O=C(NC1C(=O)NNC1c1ccccc1)c1ccc(F)cc1 (stereo unspecified)	4	1.0	6	-6	-1	-0.2	-1.0	-7	10	-8	0.6
CCOC(=O)c1c(C)[nH]c(C(=O)COC(=O)C2=NNC(=O)CC2)c1C	9	0.8	13	22	5	0.5	-2.8	-23	-3	7	-1.3
CCOc1ccc(C(Nc2ccc(C)cc2)P2(=O)OCCCO2)cc1 (stereo unspecified)	-10	4.0	15	3	1	-1.3	-2.8	-1	-7	2	2.0
O=C(N1CCCC1)C(F)(F)Oc1ccc(F)cc1	8	1.4	15	4	3	0.7	-2.9	-1	0	3	-2.8
CCC(=O)C(C#N)(c1ccc(OC)c(OC)c1)C(C)C (stereo unspecified)	11	0.6	9	5	-2	1.5	-1.6	27	-11	-18	-0.4
COc1ccc(-c2cc(=O)oc3cc(OC(C)C(=O)O)ccc23)cc1 (stereo unspecified)	-2	0.3	8	2	-4	3.4	-1.6	34	-4	-3	1.5
O=C(c1ccco1)N1CCN(c2cc(C(F)(F)F)nc3ncnn23)CC1	-45	2.9	20	nt	10	0.0	-3.9	-4	-6	-1	1.1
CCCc1nnc(NC(=O)CCCC(=O)O)s1	-2	0.1	13	0	-10	-0.1	-2.4	7	-9	6	1.5
O=C(O)C(O)Cc1c[nH]c2ccccc12 (stereo unspecified)	18	1.8	8	26	3	6.7	-1.6	31	6	1	0.2
CCN(CC)c1ccc(C(=O)OCC(=O)NCC2CCCO2)cc1 (stereo unspecified)	18	0.0	10	17	-3	-0.2	-1.9	13	-9	-10	1.2
COC(=O)/C=C1\N/C(=N\c2nc(C)cc(C)n2)N(c2ccc(C)cc2)C1=O	15	2.5	3	nt	-7	0.7	-0.4	190	-6	-2	-3.3
CC1(C)Cc2[nH]c3ccccc3c2C(C)(C)N1	-16	6.0	7	-26	-4	-1.8	-1.4	2	-10	3	0.1
COc1ccccc1CNC(=O)CCNC(=O)C1CCN(S(=O)(=O)c2ccccc2)CC1	4	2.2	15	-5	-8	2.9	-2.9	8	-3	-2	0.8
COc1cccc(SCc2noc(C(=O)NCC3CC3)c2C(=O)NCC2CC2)c1	-6	0.5	6	-10	10	2.6	-1.1	8	-1	8	1.7
CCOc1ccc(C(=O)NCc2ccco2)cc1Cl	-3	1.4	3	1	-2	1.5	-0.6	9	4	-2	3.0
CCCc1nc2c(s1)CCc1onc(-c3cccc([N+](=O)[O-])c3)c1-2	13	1.4	14	-20	1	4.3	-2.5	-3	2	-3	-1.2
Cc1ccc(N(CC(=O)NCc2ccco2)C(=O)CNS(=O)(=O)c2ccccc2)c(C)c1	-20	0.9	-11	-1	-3	3.3	1.4	0	7	-5	1.8
Cc1ccnc(SCCn2c(N3CCN(Cc4ccccc4)CC3)nc3c2c(=O)[nH]c(=O)n3C)n1	2	0.0	3	1	-2	-2.4	-0.6	3	2	13	-0.7
CCN(C(=O)CSc1nnc(-c2ccccc2Cl)n1N)c1c(N)n(Cc2ccccc2)c(=O)[nH]c1=O	12	0.8	11	1	0	nt	-2.1	nt	4	-9	nt
Cc1ccc(-c2c3c(=O)n(C)c(=O)n(C)c3cn2Cc2ccccn2)cc1	3	-0.1	1	32	-10	3.8	-0.1	-23	6	9	2.6
CCOc1nc(NCCc2ccc(OC)c(OC)c2)nc(N2CCN(c3ccc(OC)cc3)CC2)n1	10	3.0	5	18	0	2.8	-1.0	0	2	9	-1.9
Cc1ccc(OCC(=O)Nc2ccc(N3CCN(C(=O)c4ccco4)CC3)cc2)c(C)c1	3	2.1	-12	19	-5	3.5	2.2	-1	4	-2	0.1
Cc1ccc(C(=O)NCC(=O)OCC(=O)Nc2ccc(Cl)cn2)cc1	-11	1.1	-4	-1	-10	0.9	1.0	8	10	2	-0.9
COCCCNC1CS(=O)(=O)CC1O (stereo unspecified)	-12	0.8	8	-14	-1	1.1	-1.5	-19	1	-7	2.1
C=CCNC(=O)c1cc(-c2ccccc2O)on1	-21	2.4	9	9	-1	96*	-1.7	-12	-6	11	85*
Cc1cccc(N(CC(N)=O)S(C)(=O)=O)c1C	1	1.9	-4	nt	3	5.2	0.7	21	1	-6	-1.9
c1cc(CNc2ccc3c(c2)OCCO3)ccn1	-13	3.6	-3	-8	-5	3.5	0.5	-17	1	2	0.6
CC(=O)C(Cc1ccccc1)(Cc1ccccc1)C(C)=O	-49	2.4	8	-2	-7	-1.1	-1.4	-9	-7	-5	0.5
CN(C)/C=N/NC(=O)c1ccccc1Cl	-5	1.9	14	17	10	-0.4	-2.8	10	-4	-4	-0.4
Cc1ccc(NC(=O)Nc2cccnc2)cc1Cl	-2	3.4	16	6	-9	nt	-3.5	15	-8	-7	nt
COc1ccc(NC(=O)c2ccc(S(=O)(=O)C(F)F)cc2)c(OC)c1	-1	4.4	-3	-38	-1	4.9	0.7	767	5	6	1.5
CCN(c1ccccc1)S(=O)(=O)c1ccc(NC(=S)NC(=O)c2cccs2)cc1	-11	-1.6	3	-21	0	0.8	-0.5	-11	-3	-6	1.2
CC1C[N+](=C2C=C(N3CCOCC3)CC(C)(C)C2)CC(C)O1 (stereo unspecified)	23	1.0	8	4	-3	0.3	-1.6	-18	-5	-3	0.9
COc1cccc(NC(=O)CN(C)C(=O)c2ccc(-n3cncn3)c([N+](=O)[O-])c2)c1	-26	3.9	4	4	-5	-0.2	-1.0	-7	1	3	1.1

Hits appear at their usual frequency, and some 2.2% of all compounds hit somewhere here.
